N370S GC = qHTS Assay for Inhibitors and Activators of N370S glucocerebrosidase as a Potential Chaperone Treatment of Gaucher Disease; N370S GC spleen homogenate, 4MU-glucoside fluorescence; Lysosomal acid glucosylceramidase (Homo sapiens), P04062; Potency, µM (top dose mostly 59.4 µM), for the others: at the top dose activity change, negative = inhibition, actives largely listed as inhibitors; 330,000 tested, 0.092% active;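 also: 0% = full enzyme activity and -100% = no enzyme basal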
KAT2A inh = qHTS Assay for Inhibitors of GCN5L2 | AID 504327, 2011 | GCN5L2 HAT assay, ThioGlo1 CoA-SH fluorescence | Histone acetyltransferase KAT2A (Homo sapiens), Q92830 | 390,000 tested, 0.21% active | Potency, µM (series often up to 58.9 µM), without a hit: at the top dose activity change, negative = inhibition, hits mostly inhibitors
Target sequence (Q92830 whole entry, looked up): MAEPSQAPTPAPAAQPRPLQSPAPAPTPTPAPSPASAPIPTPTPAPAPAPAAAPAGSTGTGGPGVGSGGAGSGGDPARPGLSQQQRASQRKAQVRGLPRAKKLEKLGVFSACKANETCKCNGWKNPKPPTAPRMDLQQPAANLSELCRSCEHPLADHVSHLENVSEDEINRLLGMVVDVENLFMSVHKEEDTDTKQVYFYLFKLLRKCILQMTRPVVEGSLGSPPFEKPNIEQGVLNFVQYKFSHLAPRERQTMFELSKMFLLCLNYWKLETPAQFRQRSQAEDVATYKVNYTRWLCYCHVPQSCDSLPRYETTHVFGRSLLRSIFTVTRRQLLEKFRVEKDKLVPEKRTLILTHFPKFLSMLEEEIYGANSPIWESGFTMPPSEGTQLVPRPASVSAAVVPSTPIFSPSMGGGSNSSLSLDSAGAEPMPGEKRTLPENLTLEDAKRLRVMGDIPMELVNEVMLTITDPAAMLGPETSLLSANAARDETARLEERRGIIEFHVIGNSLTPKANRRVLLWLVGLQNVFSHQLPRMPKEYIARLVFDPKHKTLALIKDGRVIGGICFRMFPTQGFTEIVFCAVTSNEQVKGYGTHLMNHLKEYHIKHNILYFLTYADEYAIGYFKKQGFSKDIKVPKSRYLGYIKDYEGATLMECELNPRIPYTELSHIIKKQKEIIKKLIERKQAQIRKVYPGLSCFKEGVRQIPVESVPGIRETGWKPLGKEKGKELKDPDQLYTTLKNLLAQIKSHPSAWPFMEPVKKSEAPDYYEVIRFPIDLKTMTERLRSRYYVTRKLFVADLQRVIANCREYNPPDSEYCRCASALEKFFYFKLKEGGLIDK
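Free CoA generated was detected with ThioGlo1 (50uM) fluorescence at Ex340nm/Em540nm, read immediately and after 20 min at room temperature. Enzyme, 20 nM in HEPES pH 7.5 buffer, saw compounds 15 min before adding 75uM H3(1-25) peptide and 70uM acetyl-CoA.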
FEN1 inh = qHTS Assay for the Inhibitors of Human Flap endonuclease 1 (FEN1) | P39748 | Recombinant FEN1 flap cleavage, fluorescence, 15 min | Potency, µM (doses to about 114 µM), for inactives: at the top dose activity change, negative = inhibition, most hits filed as inhibitors | 390,000 tested, 0.35% active; also: nearly all actives have a fitted effect of over 65% in size
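Potency values derive from four-parameter Hill fits of normalized qHTS data. The reaction used 10 nM FEN1 preincubated 15 min at room temperature with compound, then 50 nM DNA substrate, read at 0 and 15 min.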
* marks the source's active call; other numbers are inactive results; ? = inconclusive; nt = not tested or not shown; & = joins results of further samples; [ ] = dose if it differs, or a comment. Calls follow the shape of the dose curve; as a rule, active = well fitted curve in the direction sought with a large enough effect; inconclusive = small, poorly fitted or top-dose-only effect, or another doubt; inactive = no such curve, though single readings can be large; an effect the other way counts as inactive or inconclusive. Unless noted, % is scaled to controls: 0 for no effect and ±100 for the full control effect; potency is read from the fitted curve at half-maximal effect. The list is partial; count on the stated rates, not on these rows.

The line under a structure holds: N370S GC, KAT2A inh, FEN1 inh
> Cn1c(=O)cc(SCC(=O)NCc2ccc(F)cc2)c2ccc(Cl)cc21
  nt, -2.5%, -0.8%
> O=C(NC1CC(=O)N(c2cccc(F)c2)C1)c1ccc(S(=O)(=O)N2CCCC2)cc1 (stereo unspecified)
  nt, -9.2%, 3.3%
> CN(C)CCCNC(=O)c1cc(C(=O)c2ccc(F)cc2)c[nH]1
  -2.3%, -6.1%, 7.7%
> COc1ccc(-c2csc(NC(=S)NC(=O)/C=C/c3ccccc3)n2)cc1Br
  4.2%, -3.8%, 4.4%
> Cc1ccc(NC(=O)CCC(=O)N2Cc3ccccc3Oc3ncccc32)cc1Cl
  nt, -0.6%, 5.3%
> CC(=O)N1CCOc2ccc(S(=O)(=O)NCc3ccccc3Cl)cc21
  -2.6%, -0.9%, 15.1%
> COc1ccc(N2CCN(C(CNC(=O)C(=O)NCCCN(C)C)c3cccnc3)CC2)cc1 (stereo unspecified)
  nt, -10.4%, -2.7%
> CCCCOc1ccc(C(=O)Nc2cccc(C)n2)cc1
  -7.2%, 6.1%, -12.3%
> CC(/C=C1\SC(=S)N(NC(=O)c2ccc(O)cc2)C1=O)=C\c1ccccc1
  10.5%, -9.1%, -6.3%
> CCCN(CCC)S(=O)(=O)c1ccc(C(=O)Nc2nnc(CSC)o2)cc1
  5.3%, 1.1%, 1.4%
> CCN(c1ccccc1)S(=O)(=O)c1ccc(C(=O)Nc2nnc(-c3ccco3)o2)cc1
  -11.1%, -1.6%, 11.5%
> O=C(c1ccc(Br)o1)N1CCN(Cc2ccccc2Cl)CC1
  1.0%, -5.6%, 16.1%
> COc1ccc(NC(C)=O)cc1S(=O)(=O)Nc1ccc(C(=O)N2CCCC2)cc1
  0.4%, -9.9%, 5.4%
> CCOC(=O)C(C)Sc1nc2ccccc2c(=O)n1CC1CCCCC1 (stereo unspecified)
  2.8%, -7.6%, -2.3%
> CCc1nnc(NC(=O)CCC(=O)NC2CCCc3ccccc32)s1 (stereo unspecified)
  3.0%, 2.0%, -12.1%
> COc1cc(CN2CCNC(=O)C2CC(=O)N(Cc2nccn2C)C(C)C)cc(OC)c1 (stereo unspecified)
  21.1%, 18.0%, 3.2%
> CCC(=O)N1CCN=C1SCc1ccccc1
  ?, 0.2%, -6.9%
> CCOC(=O)c1c(-c2ccccc2)oc2ccc(NS(=O)(=O)c3ccc(C)cc3)cc12
  nt, 0.3%, -8.5%
> Cc1cccc2nc(Cn3c(=O)n(-c4ccc(Cl)cc4)c(=O)c4c5c(sc43)CCC5)cc(=O)n12
  nt, -3.1%, -4.6%
> Cc1cccc(OCCC(=O)Nc2ccc(F)c(F)c2)c1
  17.1%, -7.0%, -11.9%
> Cn1cccc1C(=O)N1CCC[C@@]2(CCN(C(c3ccccc3)c3ccccc3)C2)C1
  -4.5%, -15.2%, nt
> COc1ccc2c(c1OC)C(=O)N1c3ccccc3N=C(c3ccc([N+](=O)[O-])cc3)CC21 (stereo unspecified)
  8.0%, 2.2%, 3.3%
> CN1c2ccsc2C(O)=C(C(=S)Nc2ccccc2)S1(=O)=O
  -10.8%, -8.3%, -12.8%
> CC(=O)Nc1nonc1-c1nnc(SCc2ccc(F)cc2)n1C
  nt, -0.6%, 14.9%
> C[C@]1(OC(=O)/C=C\c2ccccc2)C[C@@H](O)[C@@]2(O)C=CO[C@@H](O[C@H]3O[C@@H](CO)[C@@H](O)[C@@H](O)[C@@H]3O)[C@H]21
  9.0%[21.6 µM], 13.3%[21.4 µM], nt
> Cn1c(=O)c2c(-c3ccc(Br)cc3)n(CCc3ccccc3)cc2n(C)c1=O
  nt, -12.4%, -7.8%
> CCOc1nc(OCC)c2cnn(C)c2n1
  10.5%, 7.4%, 14.0%
> COCCNC(C(=O)Nc1ccc([N+](=O)[O-])cc1Br)c1ccccc1 (stereo unspecified)
  0.0%, -3.6%, -3.4%
> O=C(NCCc1ccccc1F)[C@@H]1CSC2c3ccccc3C(=O)N21 (stereo partly specified)
  28.6%, 0.0%, -5.1%
> Cc1c(C(=O)CN2CCN(c3ccccc3)CC2)c2ccccc2n1C
  -0.9%, 8.2%, 2.0%
> O=C(O)COCCN1CCN([C@H](c2ccccc2)c2ccc(Cl)cc2)CC1
  -8.0%, 0.8%, 17.3%
> O=C(COC(=O)/C=C/c1nc2ccccc2s1)Nc1ccccc1Oc1ccccc1
  4.8%, -4.5%, -5.0%
> Cc1ccc(/C=C/c2nnc(-c3cccc(C)c3)o2)cc1
  2.8%, 2.9%, -3.9%
> Cc1ccc(C(=O)CC(=O)c2ccc(C)cc2O)cc1
  0.1%, -3.4%, -15.1%
> Cc1ccc(/C(O)=C2\C(=O)C(=O)N(Cc3cccnc3)C2c2ccccc2[N+](=O)[O-])cc1 (stereo unspecified)
  7.7%, 0.1%, 14.7%
> COCCNC(=O)c1cc2c(=O)[nH]c3ccccc3c2s1
  -0.4%, 11.1%, -11.7%
> O=C(COc1ccc(Cl)cc1)NCc1nnc(SCC(=O)Nc2ccc(F)cc2F)o1
  -6.8%, -2.4%, 10.0%
> CN1C(=O)N(C)c2cccc3cccc1c23
  3.3%, -6.6%, -3.9%
> NC(=O)NCC(=O)N1CCN(S(=O)(=O)c2ccc(Cl)s2)CC1
  nt, -2.1%, -0.6%
> Cc1oc2c(c1C(=O)Nc1ccc(Cl)cc1F)C1=NCCN1C=N2
  nt, -4.6%, -5.5%
> CC(=O)Nc1c2c(nn1-c1ccccc1C)CS(=O)C2 (stereo unspecified)
  -7.5%, -6.9%, -12.7%
> C=CCn1c(SCc2ccc(C(=O)Nc3ccccc3)cc2)nnc1-c1ccccc1
  27.2%, ?, 12.6%
> COc1ccc(-c2ccc(N)cn2)cn1
  nt, -6.8%, -4.3%
> CCn1c(=O)cc(SCC(=O)N2CCN(c3ccccn3)CC2)c2ccccc21
  0.2%, -0.9%, 17.5%
> CCOc1ccccc1NC(=O)C(Sc1ccccc1)c1ccccc1 (stereo unspecified)
  12.2%, -9.7%, -14.5%
> N#C/C(C(=O)Oc1ccccc1)=C1/Nc2ccccc2-c2ccccc21
  6.7%, -11.3%, -2.7%
> Cc1cccc(-c2cccc(NC(=O)C3CCCN(C(=O)c4ocnc4C)C3)c2)c1 (stereo unspecified)
  2.9%, -5.4%, -3.1%
> COc1ccc(NC(=O)N(Cc2cc3ccc(OC)cc3[nH]c2=O)CC2CCCO2)cc1 (stereo unspecified)
  11.6%, -7.6%, 7.2%
> Cc1ccc(/C=C2/SC(=S)N(CCCC(=O)Nc3ccc(O)cc3)C2=O)cc1
  -20.8%, -5.1%, 6.4%
> COCCn1c(SCC(=O)Nc2cccnc2Cl)nc2cc(Cl)ccc2c1=O
  nt, -3.6%, -0.2%
> Cc1ccc2cc(CNC(C)(C)C)c(=O)[nH]c2c1
  3.8%, -2.4%, -4.0%
> COc1ccc(-c2cn3nc(N4CCCC(C(=O)NCc5ccccc5Cl)C4)sc3n2)cc1 (stereo unspecified)
  nt, -2.4%, ?
> Cc1ccc(C(=O)N2CCCC(N3CCN(c4ccccc4F)CC3)C2)s1 (stereo unspecified)
  8.5%, -6.4%, 2.5%
> CCC(=O)c1ccccc1OCCSc1nc(C)cc(=O)[nH]1
  8.3%, 3.9%, 1.2%
> Cc1cc(C)cc(OC(=O)N2CCOCC2)c1
  -0.7%, -7.3%, 12.0%
> CN(C)/C=C(\C#N)C(=O)N/N=C/c1ccccc1
  10.9%, -13.0%, 4.3%
> CCOC(=O)c1cnn(-c2ccccc2)c1-c1ccncc1
  -18.9%, ?, -14.0%
> O=C(Nc1ccc(N2CCN(C(=O)c3ccc(Cl)cc3)CC2)cc1)c1ccc2c(c1)OCCO2
  -2.5%, -6.4%[0.501 µM], -0.2%
> O=C(Nc1ccc(S(=O)(=O)Nc2ncccn2)cc1)c1ccc2ncsc2c1
  7.0%, 2.5%, ?
> CCc1ccc(NC(=O)CC2C(=O)N(c3ccc(C)cc3)C(=O)N2CCc2ccncc2)cc1 (stereo unspecified)
  -7.7%, -0.7%&-3.4%, -4.8%&-5.5%

(further entries)
The line under a structure holds: N370S GC, KAT2A inh, FEN1 inh
> O=C(NC(=S)NNS(=O)(=O)c1ccccc1)c1ccc([N+](=O)[O-])cc1
  13.5%, -0.8%, 9.2%
> COc1ccc(C(=O)Nc2ccc3nc(SCC(=O)N4CCOCC4)sc3c2)cc1
  nt, -12.2%, -8.5%
> CCC1Oc2ccc(C)cc2N(CC(=O)NCCN2CCCCCC2)C1=O (stereo unspecified)
  -1.1%, -7.0%, -11.1%
> COc1ccc(N2CCN(c3nc4ccccc4n3CC(=O)c3ccccc3)CC2)cc1
  -4.7%, -0.3%, -18.5%
> CCC(=O)N1CCN(c2ccc(NC(=O)c3cccs3)cc2)CC1
  -5.6%, -5.1%, -10.4%
> CCN1C(=O)Cc2cc(S(=O)(=O)N3CCOCC3)ccc21
  7.5%, 2.7%, 1.0%
> COCCNC(=O)CSc1cn(CC(=O)N2CCCCCC2)c2ccccc12
  nt, -5.4%, -4.3%
> O=C(CCN1C(=O)C2C3C=CC(C3)C2C1=O)Nc1nccs1 (stereo unspecified)
  1.3%, -2.0%, 4.0%
> CC(=O)Nc1ccc(NC(=O)CSc2nnc(NC(=O)C3CC(=O)N(c4ccccc4)C3)s2)cc1 (stereo unspecified)
  -3.0%, -2.6%, 32.5%
> Cn1c2c(c(=O)n(C)c1=O)C(c1ccc(Br)cc1)C(C#N)=C(N)N2 (stereo unspecified)
  0.5%, -8.0%, -4.8%
> O=C(/C=C/c1ccco1)N1CCN(S(=O)(=O)c2ccccc2)CC1
  nt, ?, 11.1%
> Clc1ccc(Oc2ncnc3oc(-c4ccccc4)cc23)cc1
  -10.3%, -18.3%, -2.4%
> CC(=O)c1cccc(NC(=O)N(c2ccccc2)c2ccccc2)c1
  1.2%, -0.4%, 5.9%
> CCCCCCCC(=O)OC(CN1CCCCC1)CN1CCCC1=O (stereo unspecified)
  29.2%, 1.3%, -0.5%
> COc1ccc(NC(=O)CSc2nc(=O)n(CCN(C)C)c3c2CCCC3)cc1
  1.9%, 0.8%, 3.3%
> Cc1ccc(S(=O)(=O)N2CCN(c3ccc([N+](=O)[O-])c(NCCN4CCOCC4)c3)CC2)cc1
  ?, -7.3%, -4.5%
> Cc1cccc(N(CC(=O)NCc2ccc(F)cc2)C(=O)c2ccco2)c1
  7.1%, 0.4%, -5.8%
> COc1cccc(Nc2ncnc3c2cnn3-c2cccc(C)c2)c1
  3.5%, -6.6%, 8.8%
> CC(C)NC(=O)N(C)C[C@H]1Oc2c(NS(=O)(=O)c3ccccc3)cccc2C(=O)N([C@H](C)CO)C[C@@H]1C
  nt, -0.2%, -10.8%
> Cc1nnc(N/N=C/c2c(Cl)cccc2Cl)n1N
  ?, -8.3%, 12.0%
> N#CCCN(C(=O)COc1ccc(F)cc1Br)c1ccccc1F
  11.5%, -0.4%, 0.3%
> CC(C)COc1ccc(/C=C2/Sc3ccccc3C2=O)cc1
  4.9%, 0.4%, 2.5%
> Cc1noc(C)c1COc1ccc(C(=O)OCC(=O)Nc2ccc3ccccc3c2)cc1
  -24.1%, -8.9%, -8.9%
> CCOc1ccc(OCCSc2nc3ccccc3c(=O)[nH]2)cc1
  3.4%, 1.5%, -9.9%
> Cc1ccc(S(=O)(=O)Cn2nnnc2C(C(C)C)N2CCC(O)CC2)cc1 (stereo unspecified)
  -11.9%, -5.0%, 14.3%
> CCN(c1cccc(C)c1)S(=O)(=O)c1c(C)[nH]c(=O)[nH]c1=O
  -2.6%, -8.5%, -0.1%
> O=c1c2cc(Cl)ccc2nc(-c2ccc([N+](=O)[O-])cc2)n1O
  -15.9%, -5.7%, 3.9%
> CC12CCC(=O)N1C(C(=O)Nc1nc3c(F)cc(F)cc3s1)CS2 (stereo unspecified)
  12.5%, -19.0%, 12.1%
> CN(C)CCNC(=O)NC(=O)c1ccc(Cl)cc1
  -17.6%, 1.0%, 10.1%

Nothing new here: entries from further up.
The line under a structure holds: N370S GC, KAT2A inh, FEN1 inh
> N#CCCN(C(=O)COc1ccc(F)cc1Br)c1ccccc1F
  11.5%, -0.4%, 0.3%
> CC(C)COc1ccc(/C=C2/Sc3ccccc3C2=O)cc1
  4.9%, 0.4%, 2.5%
> Cc1noc(C)c1COc1ccc(C(=O)OCC(=O)Nc2ccc3ccccc3c2)cc1
  -24.1%, -8.9%, -8.9%
> CCOc1ccc(OCCSc2nc3ccccc3c(=O)[nH]2)cc1
  3.4%, 1.5%, -9.9%
> Cc1ccc(S(=O)(=O)Cn2nnnc2C(C(C)C)N2CCC(O)CC2)cc1 (stereo unspecified)
  -11.9%, -5.0%, 14.3%

Screening results (PubChem BioAssay)
